# KB-V1 MDR tox: kills drug-selected multidrug resistant KB-V1 cells; KB-V1 MDR cells viability, CellTiter-Glo, 72 h; Potency, µM (highest dose often 46.1 µM), inactives show at the top dose activity change, negative = cytotoxicity, usual class: cytotoxic; 400,000 tested, 3.4% active; further: potency means the concentration at half of the fitted maximal effect; on the % scale 0 is the no-effect control and ±100 the full control effect; nearly all actives have a fitted effect of over 60% in size
#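 Cytotoxicity via CellTiter-Glo luminescence after 72 h compound exposure at 37 degrees C. Cells: drug-selected KB-V1 line, DMEM phenol-red free plus 10% FBS. Compounds tested at multiple concentrations; normalized data fitted to concentration-effect curves.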
# IL1B secr inh: blocks inflammasome-driven IL-1 beta release; activity change, % at 57.5 µM; 360,000 tested, 4.7% active; AID 743279; THP-1 LPS/ATP IL-1B secretion, AlphaLISA, 16 h; stronger effect = lower value; in the data active means activity change below about -50%; inconclusive means mostly about -30% to -49%; further: on the % scale 0 is the no-effect control and ±100 the full control effect
#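 Secreted IL-1B measured by AlphaLISA bead assay after 16 h compound exposure of THP-1 cells; compounds (final up to 57.5 uM) added 1 h before LPS (250 ng/mL) and ATP (1.25 mM) stimulation; lower signal means less secretion.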
# HT1080 IDH1KD tx: toxicity to HT-1080 IDH1 knockdown cells (counter line); HT-1080 IDH1 knockdown viability, ATP luminescence, 48 h; Potency, µM (titrated, usually from 46.1 µM), inactives show at the highest dose activity, negative = toxicity, actives largely listed as cytotoxic; 360,000 tested, 2% active; AID 686971;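 further: potency means the concentration at half of the fitted maximal effect; 0% = DMSO wells and -100% = cell-free medium wells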
#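 IDH1KD HT-1080 cells, 750/well, RPMI + 5% FBS; compound pinned after 2 h settling; 48 h, 37 °C; CellTiter-Glo luminescence; % activity normalised to DMSO and no-cell wells; curves fitted, classed by r2 and efficacy.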
# ATXN viability: cell viability loss in ATXN counter-screen. 400,000 tested, 0.49% active. Potency, µM (titrated, usually from 56.7 µM), hits mostly cytotoxic. S2 cells (HEK-293 line with an ATXN2-luciferase reporter) viability, CellTiter-Fluor protease fluorescence, 24 h; further: potency means the concentration at half of the fitted maximal effect; nearly all actives have a fitted effect of over 40% in size
# MCF10A rerep: induces DNA re-replication in MCF 10a normal breast cells | MCF 10A DNA re-replication, Hoechst nuclear intensity, 48 h | Potency, µM (doses to about 46.1 µM), without a hit: at the highest dose activity, positive = re-replication, usual class: activators | 350,000 tested, 2.9% active; further: potency means the concentration at half of the fitted maximal effect; % of control where 0% means no effect; nearly all actives have a fitted effect of over 50% in size
# KB-3-1 tox: kills parental KB-3-1 adenocarcinoma cells. KB-3-1 viability, CellTiter-Glo ATP luminescence, 72 h. Potency, µM (series often up to 46.1 µM), for the others: top-dose activity change, negative = cytotoxic, actives largely listed as cytotoxic. 400,000 tested, 1.4% active; further: potency means the concentration at half of the fitted maximal effect; on the % scale 0 is the no-effect control and ±100 the full control effect; nearly all actives have a fitted effect of over 60% in size
#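 KB-3-1 cells, DMEM (no phenol red) + 10% FBS; compound by pin transfer, 72 h, 37 °C. Readout: CellTiter-Glo luminescence after 10 min. Data normalized, curve-fitted.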
# SW480 rereplic: DNA re-replication induction in SW480 cells. SW480 DNA re-replication, Hoechst DNA content imaging, 48 h. Potency, µM (titrated, usually from 46.1 µM), inactives show at the top dose re-replication activation, actives largely listed as activators. 340,000 tested, 1.8% active. AID 624297; further: potency means the concentration at half of the fitted maximal effect; % of control where 0% means no effect; nearly all actives have a fitted effect of over 55% in size
#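 Per well, 250 cells were exposed to pinned compound for 48 hr. Nuclear DNA was visualised with Hoechst (40 min, 37 C) and total object intensity recorded by fluorescence scanning.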
# HT1080NT lethal: kills 2HG-producing HT-1080-NT fibrosarcoma cells. 360,000 tested, 1.6% active. HT-1080-NT fibrosarcoma viability, CellTiter-Glo ATP luminescence, 48 h. Potency, µM (series often up to 46.1 µM), inactives show at the top dose activity, negative = less viability, actives largely listed as cytotoxic. AID 686970;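 further: NT is the 2HG producing partner of a matched IDH1 knockdown line; potency means the concentration at half of the fitted maximal effect; 0% = DMSO-treated cells and -100% = media-only wells without cells; nearly all actives have a fitted effect of over 55% in size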
#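 Fibrosarcoma NT cells, 750 per well in 5% FBS RPMI, were exposed to compound for 48 hours. Viability: CellTiter-Glo luminescence.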
# ATXN2 expr inh: ATXN2 expression inhibition; HEK-293 ATXN2-luciferase reporter, luminescence, 24 h; AID 1745845; 360,000 tested, 0.72% active; Potency, µM (top dose mostly 57 µM), for inactives: top-dose activity change, negative = inhibition, actives largely listed as inhibitors; further: potency means the concentration at half of the fitted maximal effect; on the % scale 0 is the no-effect control and ±100 the full control effect; nearly all actives have a fitted effect of over 55% in size
#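 qHTS (up to 57 uM final) was run with 24 h compound exposure of reporter cells at 37 °C. Each well was multiplexed: SteadyGlo luminescence measured ATXN2-luciferase expression after a fluorogenic Gly-Phe-AFC viability readout (25 uM final).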
# * = called active by the depositor; i = inactive; ? = inconclusive; / = not tested or not shown; [ ] = dose if it differs, or a comment. Unless noted, the call rests on the fitted dose curve; in most records, active means well fitted curve in the direction sought with a large enough effect; inconclusive means small, poorly fitted or top-dose-only effect, or another doubt; inactive means no such curve, though single readings can be large; an effect the other way counts as inactive or inconclusive.
# Start of the listing, in advance, three compounds:
item	molecule	IL1B secr inh	MCF10A rerep	KB-V1 MDR tox	SW480 rereplic	ATXN viability	HT1080NT lethal	ATXN2 expr inh	HT1080 IDH1KD tx	KB-3-1 tox
1	Cc1ccc(Cl)cc1N1CCN(CCCNC(=O)c2ccc3nc(N4CCCCC4)sc3c2)CC1	/	/	16µM*	/	i	/	57%[activator]	/	?
2	COc1cccc(NC(=O)c2ccc3nc(Cc4ccccc4)oc3c2)c1	/	/	?	/	?	/	?	/	?
3	CC1=CC2=NC(=O)CC(C)(C(=O)N(CC(=O)NC3CCCC3)c3cc(C)cc(C)c3)N2C=C1 (stereo not given)	-7	-6%	2%	-129%[inhibitor]	i	7%	/	13%	-1%

# Results, previewed entries included:
item	molecule	IL1B secr inh	MCF10A rerep	KB-V1 MDR tox	SW480 rereplic	ATXN viability	HT1080NT lethal	ATXN2 expr inh	HT1080 IDH1KD tx	KB-3-1 tox
1	Cc1ccc(Cl)cc1N1CCN(CCCNC(=O)c2ccc3nc(N4CCCCC4)sc3c2)CC1	/	/	16µM*	/	i	/	57%[activator]	/	?
2	COc1cccc(NC(=O)c2ccc3nc(Cc4ccccc4)oc3c2)c1	/	/	?	/	?	/	?	/	?
3	CC1=CC2=NC(=O)CC(C)(C(=O)N(CC(=O)NC3CCCC3)c3cc(C)cc(C)c3)N2C=C1 (stereo not given)	-7	-6%	2%	-129%[inhibitor]	i	7%	/	13%	-1%
4	O=C(CSc1nnc(-c2ccncc2)n1Cc1ccco1)c1ccc(Cl)cc1	2	?	-9%	-3%[9.22 µM]	i	-2%	-15%	0%	6%
5	N#CCNC(=O)C1c2ccccc2Oc2ccccc21	1	1%	-8%	-3%	i	7%	-16%	6%	14%
6	Cn1c(=O)oc2cc(S(=O)(=O)NCCN3CCN(c4ccccc4)CC3)ccc21	11	2%	-6%	-4%	i	7%	5%	3%	2%
7	COc1ccccc1C(=O)N1CCN(c2ccc(N3CCOCC3)nn2)CC1	2	15%	-15%	-6%	i	-9%	2%	-4%	?
8	Clc1ccc2nc(C(Cl)(Cl)Cl)[nH]c2c1	-2	/	15%	/	i	1%	/	-5%	-7%
9	COc1ccc(NC(=O)c2nc3nc(C)cc(C(F)F)n3n2)c(C)c1	/	/	?	/	i	/	1%	/	-3%
10	Cc1ccc(CNc2nccn(-c3cc(C)cc(C)c3)c2=O)cc1	/	/	?	/	i	/	9%	/	1%
11	CC(=O)Nc1ccccc1NC(=O)C/C(C)=N/NC(=O)c1cccnc1	24	-2%	?	-7%	i	12%	-2%	5%	-13%
12	CCC1CCCCN1S(=O)(=O)c1ccc2[nH]c(=O)ccc2c1 (stereo not given)	22	13%	?	-7%	i	-4%	-12%	-4%	10%
13	COc1ccccc1CNC(=O)COC(=O)Cc1ccc(Br)cc1	3	-1%	-6%	2%	i	-3%	-3%	-3%	-8%
14	OC(c1ccccc1)c1nc(-c2cc3ccccc3o2)cs1 (stereo not given)	27	/	?	/	i	-29%	57%[activator]	?	?
15	CCN(CC)S(=O)(=O)c1ccc(N2CCOCC2)c(NC(=O)c2nn(C(C)C)c(=O)c3ccccc23)c1	-11	/	?	/	i	1%	/	-4%	-19%
16	Cc1cc(NC(=O)COC(=O)C(Cc2ccccc2)NC(=O)c2ccco2)no1 (stereo not given)	-8	5%	25%	-4%	i	21%	-2%	17%	-4%
17	COc1cc(/C=C/c2cc[n+](C)cc2)ccc1OCC(=O)Nc1ccc(Cl)c(Cl)c1	-89*	?	16%	?	i	?	-12%	23µM*	?
18	CCOc1ccc(-c2nnn(CC(=O)NCc3ccccc3)n2)cc1	-9	?	?	?	i	-2%	-15%	-9%	6.5µM*
19	COc1ccc(Cl)cc1NC(=O)C(C)N1CCc2ccccc21 (stereo not given)	16	?	?	1%	i	-14%	-7%	-9%	?
20	O=C(COc1cc2oc(=O)c3c(c2cc1Cl)CCC3)NCCCn1ccnc1	-22	23µM*	-23%	-8%	i	2%	/	2%	1%

# Following part.
item	molecule	IL1B secr inh	MCF10A rerep	KB-V1 MDR tox	SW480 rereplic	ATXN viability	HT1080NT lethal	ATXN2 expr inh	HT1080 IDH1KD tx	KB-3-1 tox
21	COc1ccc2oc(-c3ccccc3)c(C(=O)N3CCOCC3)c2c1	-8	1%	?	-5%	?	-6%	-7%	-1%[9.24 µM]	-8%
22	O=C(Cn1cc2c(n1)CCCC2)NCc1cccs1	-1	1%	0%	1%	i	-1%	2%	7%	2%
23	O=C(Cn1nc(Cl)nc1Cl)c1ccc(F)cc1	19	-2%	12%	13%	i	9%	/	10%	-1%
24	CCN(CC)C(=O)c1sc(N)c(C#N)c1C	-17	-2%	?	-7%	i	-2%	9%	-2%	-14%
25	C[C@@H]1CCCCO[C@@H](CN(C)Cc2ccc(Cl)c(Cl)c2)[C@@H](C)CN([C@H](C)CO)C(=O)c2cc(NC(=O)CCC(F)(F)F)ccc2O1	-5	/	?	/	?	?	?	?	0%
26	Cc1nn(CC(=O)N2CCc3ccccc32)c(C)c1S(=O)(=O)NC(C)(C)C	-3	6%	-28%	-7%	i	0%	-11%	-2%	-9%
27	COc1cc(OC)cc(C(=O)NNC(=O)CCC(=O)c2cc(C)sc2C)c1	10	-1%	-20%	-4%	i	6%	9%	16%	2%
28	CN1CCN(C(=O)C2CC(c3ccc(F)cc3)=NO2)CC1 (stereo not given)	-21	4%	15%	1%	i	14%	14%	8%	0%
29	Cc1nn(C)c(C)c1S(=O)(=O)N(CC(=O)NCCCN1CC(C)CC(C)C1)c1ccc(C(C)C)cc1 (stereo not given)	?	12%	14%	19%	i	-5%	-11%	1%	0%
30	C#C[C@]1(O)CCC2C3CCC4=CC(=O)CC[C@@H]4C3CC[C@@]21C (stereo not given in full)	8	-4%	2.9µM*	-6%	i	12%	-7%	0%	?
31	Cc1ccc(CS(=O)(=O)c2nsc(C)c2C#N)cc1	-12	-2%	-1%	-5%	i	17%	19%	24%	3%
32	Cc1ccc(S(=O)(=O)c2cn(Cc3ccccc3F)c3cc4c(cc3c2=O)OCO4)cc1	/	/	3%	/	i	/	-20%	/	5%
33	Cc1cccc(C(=O)NCC(=O)NCC(c2ccco2)N2CCCCC2)c1 (stereo not given)	1	0%	0%	1%	i	-12%	-4%	-6%	0%
34	Cc1ccc2occ(CC(=O)N(Cc3ccc(N(C)C)cc3)C3CCS(=O)(=O)C3)c2c1 (stereo not given)	/	/	-16%	/	i	/	9%	/	4%
35	COc1cc(C(C)=O)ccc1OC(=O)CN1C(=O)c2ccccc2C1=O	-3	-1%	-3%	-2%	i	0%	2%	7%	6%
36	O=C(CCN1C(=O)S/C(=C\c2ccccc2)C1=O)NCCCn1ccnc1	-15	7%	7%	11%	i	?	19%	14%	?
37	Cc1nnc(SCC(=O)NCc2ccco2)[nH]c1=O	7	3%	6%	0%	i	11%	-6%	11%	2%
38	Cn1cc(/C=C(\NC(=O)c2ccccc2Cl)C(=O)NCCCN2CCOCC2)c2ccccc21	?	11%	-4%	-9%	i	-2%	2%	-7%	-3%
39	Nn1c(SCc2ccc(Br)cc2)nnc1-c1ccccn1	-23	0%	2%	6%	i	2%	4%	-3%	0%
40	COc1cc(C(=O)COC(=O)c2ccc3c(c2)OCCO3)cc(OC)c1OC	-12	/	?	/	i	?	/	?	-26%

# Next part.
item	molecule	IL1B secr inh	MCF10A rerep	KB-V1 MDR tox	SW480 rereplic	ATXN viability	HT1080NT lethal	ATXN2 expr inh	HT1080 IDH1KD tx	KB-3-1 tox
41	O=C(CN1CCN(c2ccccc2)CC1)c1ccc2cc[nH]c2c1	24	0%	-10%	0%	i	1%	6%	0%	1%
42	Cc1cc2nc(N3C(=O)CNC3=S)sc2cc1C	-97*	15µM*	16µM*	?	?	-22%	?	-16%	?
43	Cc1cc(C)n2nc(C(=O)N/N=C/c3cccs3)nc2n1	-2	-1%	9%	-2%	i	28%	14%	19%	8%
44	CC(C)(C)NC(=S)NNC(=O)[C@H]1C[C@@H]1c1ccccc1	1	-1%	0%	-6%	i	0%	14%	-11%	-18%
45	COCCn1c(C)cc(C2=NNC(=NC(C)(C)C)SC2)c1C	-9	?	0%	?	i	-17%	16%	-6%	-1%
46	Cc1ccc(NC(=O)C2CCCN(S(=O)(=O)c3cnc[nH]3)C2)cc1C (stereo not given)	0	?	?	3%	i	0%	-2%	-1%	7%
47	O=C(NCc1ccc(Cl)cc1)c1csc(-c2cccnc2)n1	?	12%	10%	-9%	i	-2%	-1%	-2%	-4%
48	CCN(CC(=O)NCc1ccc(F)cc1)S(=O)(=O)c1ccc(Cl)s1	-11	-1%	16%	3%	i	9%	-11%	9%	3%
49	CCCc1nc(SCC(=O)Nc2cc(C)on2)c2c(=O)n(C)c(=O)n(C)c2n1	22	1%	-9%	-9%	?	9%	-24%	2%	0%
50	Cc1ccc(C(=O)N[C@H](C(=O)Nc2sccc2C(N)=O)C(C)C)cc1	46	?	10%	16%	i	-1%	3%	-6%	8%
51	Cc1ccc(NC(NC(=O)c2ccccc2[N+](=O)[O-])C(Cl)(Cl)Cl)cc1 (stereo not given)	-13	0%	21µM*	-5%	i	-1%	3%	0%	-3%
52	Cc1c(C(=O)N(C)c2ccccc2)oc2c1C(O)CC(C)(C)C2 (stereo not given)	-7	-2%	17%	-6%	i	13%	/	15%	-4%
53	CC(OC(=O)c1ncc(Cl)c(Cl)c1Cl)C(=O)NC1(C#N)CCCCC1 (stereo not given)	-92*	?	0%	31%	i	-7%	2%	3%	8%
54	CCOC(=O)C1=NOC(CNC(=O)C2=NOC(CNC(=O)c3c(-c4ccccc4Cl)noc3C)C2)C1 (stereo not given)	-8	25%	12%	-4%	i	15%	-4%	8%	5%
55	CCCCNC(=O)Cn1c(=O)cc(C)c2c(C)nn(-c3cccc(Cl)c3C)c21	/	/	-2%	/	i	/	1%	/	3%
56	Cc1ccc(C)c(NC(=O)C2CCCN(S(=O)(=O)c3cccnc3)C2)c1 (stereo not given)	48	6%	?	-24%	i	-2%	-7%	-4%	-27%
57	Cc1cc(Cl)ccc1OCCCC(=O)NO	-11	3%	-21%	?	i	21µM*	?	21µM*	?
